Assay outcomes from PubChem BioAssay.
STK33 kinase inh = inhibitors of purified STK33 kinase, primary screen, biochemical, ADP-Glo luminescence, homogeneous, cell-free; MBP phosphorylation; Serine/threonine-protein kinase 33 (Homo sapiens), Q9BYT3; AID 2661, 2010; 320,000 tested, 0.073% active; inhibition, % at 10 µM;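 active = inhibition at or above 25%, using the most active replicate where run in duplicate; inactive = inhibition below 25%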
Target sequence (Q9BYT3 whole entry, looked up): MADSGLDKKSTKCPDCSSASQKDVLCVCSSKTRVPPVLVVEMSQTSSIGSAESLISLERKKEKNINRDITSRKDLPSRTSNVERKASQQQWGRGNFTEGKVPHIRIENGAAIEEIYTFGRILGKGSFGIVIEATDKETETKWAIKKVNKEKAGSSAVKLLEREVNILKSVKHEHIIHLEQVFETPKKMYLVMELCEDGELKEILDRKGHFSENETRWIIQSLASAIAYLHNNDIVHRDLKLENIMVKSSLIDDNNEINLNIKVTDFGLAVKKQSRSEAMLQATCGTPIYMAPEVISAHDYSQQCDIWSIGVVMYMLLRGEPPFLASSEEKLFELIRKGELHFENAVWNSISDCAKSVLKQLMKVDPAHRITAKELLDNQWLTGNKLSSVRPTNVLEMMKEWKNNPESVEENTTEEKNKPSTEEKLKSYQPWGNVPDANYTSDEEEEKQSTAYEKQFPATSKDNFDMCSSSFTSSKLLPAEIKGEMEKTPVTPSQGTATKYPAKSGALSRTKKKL
Kir21 inh = inhibitors of mouse Kir2.1 inward-rectifier potassium channel. HEK293-Kir2.1, FluxOR thallium flux fluorescence; stronger effect = lower value. B-score at 10 µM. 310,000 tested, 0.85% active;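 active = fluorescence ratio B-score at or below minus 3 SD of library scores, with starting-brightness B-score within 2 SD, cut at about -4.2 in these data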;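 also: channel flux triggered by added potassium and thallium sulfate stimulus; B-score of peak minus minimum fluorescence over baseline after thallium stimulus; more negative B-score means stronger Kir2.1 block with less thallium influx; some compounds called inactive have numbers as strong as hits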
Target sequence (P35561 whole entry, looked up): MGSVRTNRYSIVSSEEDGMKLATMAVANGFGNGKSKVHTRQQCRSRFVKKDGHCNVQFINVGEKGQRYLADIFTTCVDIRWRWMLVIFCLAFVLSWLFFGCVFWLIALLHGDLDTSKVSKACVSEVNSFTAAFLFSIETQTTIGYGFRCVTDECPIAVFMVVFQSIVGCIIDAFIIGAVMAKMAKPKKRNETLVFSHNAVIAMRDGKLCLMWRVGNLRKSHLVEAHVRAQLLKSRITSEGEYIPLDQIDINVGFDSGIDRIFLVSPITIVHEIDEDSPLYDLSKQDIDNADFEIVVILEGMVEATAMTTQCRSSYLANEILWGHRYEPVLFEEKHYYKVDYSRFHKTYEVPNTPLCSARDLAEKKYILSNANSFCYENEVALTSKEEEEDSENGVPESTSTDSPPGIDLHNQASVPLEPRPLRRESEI
* marks the source's active call; other numbers are inactive results; . = no result given.

STK33 kinase inh | Kir21 inh | molecule
1.8 | 0.19 | CN1CCN(c2ccc(Cl)cc2NC(=O)C2COc3ccccc3O2)CC1 (stereo not drawn)
-1.3 | -0.54 | O=C(CN1CCN(c2ccc(Cl)cc2)CC1)c1ccc2c(c1)OCO2
-1.2 | 0.18 | O=c1ccc(C(F)(F)F)cn1Cc1cc(=O)n2ccsc2n1
-2.0 | -1.9 | Cc1cc(-c2n[nH]c(=S)n2/N=C/c2ccccc2[N+](=O)[O-])n[nH]1
-0.1 | 0.06 | O=C(CCc1ccc(S(=O)(=O)N2CCOCC2)cc1)OCc1nc2ccccc2s1
-0.5 | 1.8 | COC(=O)c1ccc(/C=N/Nc2nc(-c3ccc(C)cc3)cs2)cc1
-2.3 | -0.71 | CCOc1ccc(N2C(=O)C3C(C2=O)C3(c2ccccc2)c2ccccc2)cc1 (stereo not drawn)
-1.8 | 0.39 | Fc1ccccc1/C=C1\CCCC2=C1NC(=S)NC2c1ccccc1F (stereo not drawn)
2.1 | 0.74 | O=C(c1cnn2c(C(F)F)cc(C3CC3)nc12)N1CCc2ccccc2C1
-1.4 | 0.29 | COc1ccc(NC(=O)CSc2nc(NS(=O)(=O)c3ccccc3)cc(=O)[nH]2)cc1
-6.0 | -3.2 | O=C(COc1coc(CN2CCc3ccccc3C2)cc1=O)Nc1cccc(Cl)c1
-1.5 | 0.26 | Cc1ccc(SCC(=O)NCc2cccnc2)cc1
-0.9 | 3.1 | CCC1=NN2C(=N)/C(=C\c3cccn3-c3ccc(C)c(C)c3)C(=O)N=C2S1
0.7 | 0.25 | O=C(Cn1ncc2c1-c1ccccc1OC2)N1CCc2ccccc21
-0.8 | -0.01 | O=C(NCc1ccc(F)cc1F)Nc1cnccc1C(F)(F)F
-1.4 | -0.29 | COc1cccc(OCC(=O)N2CCCc3ccccc32)c1
9.5 | . | C#CCOCCOCCOCCNc1nc(N2CCN(C(=O)CCCCCCCCCCNC(=O)[C@@H](CCSC)n3cc(CCO)nn3)CC2)nc(N2CCN(C(=O)CCCCCCCCCCNC(=O)[C@H]([C@@H](C)CC)n3cc(CCCCN=C(N)N)nn3)CC2)n1
1.0 | -0.42 | Cc1ccc(S(=O)(=O)Nc2cc(C(=O)NCCN3CCCC3)ccc2N2CCCCC2)cc1
0.1 | -2 | COc1ccc(/C=C/CN2CCC(n3nccc3NC(=O)C3CC3)CC2)cc1
-1.5 | . | O=C(Cn1nc(Cc2ccncc2)c2ccccc2c1=O)N1CCc2ccccc2C1
-0.2 | 0.23 | CC(C)(C)c1nnc(NC(=O)c2ccc(Cl)nc2)s1
0.3 | 2.2 | COc1ccc(NS(=O)(=O)c2cccc(C(=O)NCC(c3ccc(F)cc3)N3CCOCC3)c2)cc1 (stereo not drawn)
-2.1 | -0.04 | CC1CCC(NC(=O)CCNS(=O)(=O)c2ccc3c(c2)CCC(=O)N3)CC1 (stereo not drawn)
0.9 | 0.06 | O=C(Nc1ccccc1)c1ncoc1-c1ccc(Cl)cc1
0.0 | -0.07 | CC1=NOC(=O)/C1=C\c1ccc(-c2cc(Cl)ccc2Cl)o1

Ordered by the number under Kir21 inh (rising): four from the list above
STK33 kinase inh | Kir21 inh | molecule
-6.0 | -3.2 | O=C(COc1coc(CN2CCc3ccccc3C2)cc1=O)Nc1cccc(Cl)c1
-2.1 | -0.04 | CC1CCC(NC(=O)CCNS(=O)(=O)c2ccc3c(c2)CCC(=O)N3)CC1 (stereo not drawn)
-1.4 | 0.29 | COc1ccc(NC(=O)CSc2nc(NS(=O)(=O)c3ccccc3)cc(=O)[nH]2)cc1
2.1 | 0.74 | O=C(c1cnn2c(C(F)F)cc(C3CC3)nc12)N1CCc2ccccc2C1

Next section.
STK33 kinase inh | Kir21 inh | molecule
-0.7 | 0.41 | COC(=O)CNC(=O)CSc1nc2c(sc(=S)n2-c2ccccc2)c(=O)[nH]1
-1.4 | 1 | O=S(=O)(Nc1cc(F)ccc1F)c1cccc2nsnc12
-0.2 | . | Cc1cccc(NC(=O)CNC(=O)CSc2ncccn2)c1C
-0.1 | -0.77 | CCOc1cc(S(=O)(=O)NC2CCCCCC2)ccc1F
0.3 | -0.89 | O=C1c2ccccc2N2C(=O)c3ccccc3[C@H]2N1c1ccccc1
-0.4 | 1.5 | Cc1ccc(OCC(=O)N/N=C/c2cc([N+](=O)[O-])ccc2N2CCCCC2)cc1
-1.0 | . | COc1ccc(Cl)cc1NC(=O)COC(=O)c1cc(C)oc1C
-0.4 | 1.3 | COc1ccc(N2CCN(C(=O)c3ccc(OCC4CCCO4)cc3)CC2)cc1 (stereo not drawn)
0.1 | -1.7 | O=C1CCCc2nc(N3CCCCC3)sc21
0.4 | -0.68 | N#Cc1ccc(NC(=O)C2CC(c3ccc(F)cc3)=NO2)cc1 (stereo not drawn)
0.7 | -0.31 | O=C(Oc1ccc(Br)cc1)c1n[nH]c(=O)c2ccccc12
0.8 | 0.24 | CCOC(=O)c1sc2nc(-c3ccccc3)ccc2c1N
0.6 | 1.9 | CSCC[C@@H](C(=O)Nc1ccc2c(c1)OCCO2)N1Cc2ccccc2C1=O
1.0 | 1.1 | COc1cc(OC)cc(C(=O)NC2CCN(Cc3nnnn3Cc3ccc(F)cc3)CC2)c1
-1.5 | -0.5 | CSC1=NC(NCCCO)c2c(sc3c2CC(C)(C)OC3)N1 (stereo not drawn)
0.4 | 0.01 | COc1ccccc1NC(=O)c1ccc(NC(=O)CNC(=O)c2ccc(OC)c(OC)c2)cc1
1.1 | -0.27 | COc1ccccc1NC(=O)c1ccc2nc(C)sc2c1
0.0 | -1.2 | CCC(CC)C(=O)Nc1cccc(C(=O)NCCc2ccccc2)c1
-1.5 | -0.02 | CCOC(=O)Cc1csc(NC(=O)c2ccncc2)n1
-0.8 | -4.6 | O=C1/C(=C/c2cccc(F)c2)SC(=S)N1NS(=O)(=O)c1ccccc1
-0.4 | 2.4 | CSc1nnc(-c2ccc(S(=O)(=O)N3CCCCC3)cc2)o1
-1.5 | -0.04 | Cc1cc(NC(=O)c2ccc(Cl)cc2)c(C(C)C)cc1O
. | -0.55 | FC(F)(F)c1ccc2c(c1)C1C=CCC1C(c1ccncc1)N2 (stereo not drawn)
-1.1 | 0.94 | CCCCSc1[nH]c(=O)c(C(=O)OCC)cc1C#N
-0.8 | 1 | CN(C(=O)CSc1nnc(-c2ccc(F)cc2)c2ccccc12)C1CCS(=O)(=O)C1 (stereo not drawn)
-0.6 | 1.1 | C/C(=C/C=N/Nc1nc(N2CCCCC2)nc(N2CCCCC2)n1)c1ccccc1
-0.2 | 0.38 | CC(=O)C1C(=O)c2c(cccc2[N+](=O)[O-])C1=Nc1ccccc1C (stereo not drawn)
-0.9 | -0.27 | O=C(NCCc1ccccc1)C1CCN(S(=O)(=O)c2ccc(Br)s2)CC1
-2.0 | -0.14 | COc1cc(S(=O)(=O)N2CCN(C(=O)c3ccco3)CC2)c(OC)cc1C
0.2 | 1.8 | CCOc1ccc2[nH]c(C)c(CN3CCN(C)CC3)c(=O)c2c1
-1.0 | -0.44 | CCOC(=O)c1c(C)[nH]c(C(=O)OCC(=O)Nc2sc(C(=O)N(C)C)c(C)c2C(=O)OCC)c1C
-1.1 | -0.94 | O=C1CCC(C(=O)OCc2cc(Cl)ccc2OC(F)F)N1 (stereo not drawn)
. | 2.7 | CCN(/N=C/c1ccc(N(C)C)cc1)c1nc2ccccc2[nH]1
-0.5 | -0.16 | CCC(CC)C(=O)N1CCCC(c2nc(-c3cccs3)no2)C1 (stereo not drawn)
-1.3 | -1.2 | CCOC(=O)c1sc(NC(=O)COC(=O)C(CCSC)NC(C)=O)nc1C (stereo not drawn)
1.6 | . | O=C(Nc1nc(-c2ccc(F)c(F)c2)cs1)C1=COCCO1
-2.3 | 0.2 | Cc1ccc[n+](-c2[nH]c(=O)sc2/C=N/NC(=O)c2ccccc2[O-])c1
-1.2 | -0.05 | CC(=O)Oc1ccc(NC(=O)Cc2ccccc2)cc1
-0.7 | -0.75 | O=C(COC(=O)c1cnccn1)c1ccc(C2CCCCC2)cc1
-0.8 | 0.12 | O=C(CCCc1ccccc1)Nc1nccs1
-1.1 | 0.07 | C=CCNC(=O)c1cc2nc(C3CC3)cc(C(F)F)n2n1
-2.4 | 0.92 | Cc1[nH]c2ccccc2c1/C=N/NC(=O)CNC(=O)c1ccco1
0.8 | 1.2 | O=C(Cc1ccc(Cl)cc1Cl)Nc1ccc(OC(F)F)c(Cl)c1
0.0 | . | CCc1ccccc1OCC(=O)Nc1ccc(C)c(S(=O)(=O)N2CCCCCC2)c1
0.9 | -0.37 | Cc1ccc(N(C)C(=O)CCS(=O)(=O)c2cc3c(cc2Cl)NC(=O)CO3)cc1
0.1 | -1.8 | CN(Cc1ccccc1NS(=O)(=O)c1ccc(Cl)cc1)C1CCCCC1
1.2 | 0.76 | Cc1nnc(SCC(=O)N2CCN(S(=O)(=O)c3ccc(Cl)cc3)CC2)n(N)c1=O
1.3 | . | COCCn1c(-c2ccc(OC(F)(F)C(F)C(F)(F)F)cc2)nc2c1c(=O)[nH]c(=O)n2CC(C)C (stereo not drawn)
-0.6 | 1.2 | CCCc1nc2c(c(=O)c3ccccc3n2C)c(=O)n1-c1cc(C)cc(C)c1
1.3 | -0.35 | Cc1ccc(-n2c(=O)c3ccccc3n(CC(=O)C(C)(C)C)c2=O)cc1

Further entries follow:
STK33 kinase inh | Kir21 inh | molecule
-0.8 | 0.38 | O=C(COC(=O)C1CC2CCCC(C1)C2=O)NC(=O)c1ccc(OC(F)F)cc1 (stereo not drawn)
0.1 | 0.93 | COc1ccc(COC(=O)c2cccc(S(=O)(=O)N3CCCC3)c2)cc1F
1.0 | 0.04 | O=C(CSc1nc(Nc2ccccc2)nc(N2CCOCC2)n1)Nc1ccccc1Cl
-3.6 | -1.4 | CCc1c(O)nc(SCC(=O)Nc2nc3ccccc3s2)n(C2CCCCC2)c1=O
-0.4 | . | COc1ccc(-c2sc3ccc(N4CCOCC4)cc3c2C#CCO)cc1
-0.2 | 0.69 | OC(CN1CCN(c2cccc(Cl)c2)CC1)c1ccc(F)cc1 (stereo not drawn)
3.1 | 1.3 | CCOc1c2ccc(C(=O)NCCc3cccs3)cc2nn1CC
-0.8 | 0.15 | Cc1ccccc1OCc1nnc(SCC(=O)Nc2ccc(N3CCOCC3)cc2)n1C
-1.2 | . | CC1CCCC(NC(=O)c2cccs2)C1C (stereo not drawn)
-0.3 | -0.05 | NS(=O)(=O)c1ccc(NC(=O)Nc2ccc3c(c2)OCO3)cc1
1.8 | -0.13 | COc1ccc(C2C(C#N)=C(N)SC(N)=C2C#N)cc1OC
-1.6 | -0.14 | COc1ccccc1NC(=O)CCc1nnc2ccc(NCc3ccco3)nn12
0.3 | -0.51 | O=C(NCCCN1CCCCCC1)c1cc2c(=O)oc3ccccc3c2s1
-0.9 | -0.22 | O=C(NCc1cccnc1)C(=O)NCC1OCCCN1S(=O)(=O)c1ccc(Cl)cc1 (stereo not drawn)
-0.7 | 0.01 | O=Cc1ccc2c(c1)CCN2Cc1ccccc1
-1.7 | 0.48 | Cc1nn(Cc2c(F)c(F)c(F)c(F)c2F)c(C)c1NC(=O)c1cccc(COc2ccc(Cl)cc2)c1
-0.2 | 0.39 | Cc1cc2cc3c(cc2nc1SCc1ccc(C(=O)O)cc1)OCCO3
. | -4 | Cc1ccc(SC[C@H](Cc2ccccc2)N2CCN(C)CCC2=O)cc1
0.1 | 0.21 | O=C(OCC(=O)N1CCOCC1)c1ccc(Cl)cc1[N+](=O)[O-]
-0.6 | -1.1 | O=C(CCNC(=O)c1ccccc1)OCC(=O)c1cccc(Cl)c1
-0.4 | 0.03 | CCc1ccc(C(C(=O)NCCOC)N(C(=O)Cn2nnc3ccccc32)c2cccnc2)cc1 (stereo not drawn)
0.2 | -1 | COCCCN1C(=O)c2ccc(C(=O)OCC(=O)N(CCC#N)c3cc(C)cc(C)c3)cc2C1=O
1.3 | -0.04 | CCN(CC)c1ccc(NC(=O)CC2Oc3ccccc3NC2=O)c(C)c1 (stereo not drawn)
0.5 | 0 | COc1ccc(Cl)cc1C(=O)NCCCn1ccnc1
-3.8 | -0.01 | C=CCn1c(N)c(C(=O)OCC)sc1=S

A second format for some results above:
The line under a structure holds: STK33 kinase inh | Kir21 inh
- O=C(NCCCN1CCCCCC1)c1cc2c(=O)oc3ccccc3c2s1
→ 0.3 | -0.51
- C=CCn1c(N)c(C(=O)OCC)sc1=S
→ -3.8 | -0.01
- CCc1c(O)nc(SCC(=O)Nc2nc3ccccc3s2)n(C2CCCCC2)c1=O
→ -3.6 | -1.4

Carrying on.
STK33 kinase inh | Kir21 inh | molecule
-0.6 | 0.63 | O=C(CNCc1cccc(Cl)c1)N1CCc2ccccc2C1
-1.1 | 0.42 | CCCCc1ccc(N=N/C(C(=O)Nc2ccc(NC(C)=O)cc2OC)=C(/C)O)cc1
-0.7 | -0.08 | COC(=O)c1cccc(NC(=S)N2CCOCC2)c1
0.5 | . | CCCCn1nc(C(=O)NC2CCCCCC2)c2ccccc2c1=O
-0.5 | 1 | c1ccc2c(N3CCCC3)nc(-c3ccncc3)nc2c1
-1.4 | 0.47 | Cc1cc(Oc2ccccc2)nc(SCC(N)=O)n1
-1.5 | 1.4 | Cc1ccc(C)c(NC(=O)CCc2ccc(S(=O)(=O)NC3CCCCC3)cc2)c1
1.4 | . | Cc1csc(CNc2ncnc3ccc(-c4cccnc4)cc23)c1
-0.9 | -4.7 | COc1ccccc1NC(=O)c1ccc(S(=O)(=O)N2CCOCC2)cc1
-0.9 | 2.9 | COc1ccc(NC(C)=O)cc1NC(=O)c1ccc(C#N)cc1
1.1 | -0.35 | O=C(O)COc1c(Cl)cc(/C=C2\NC(=O)NC2=O)cc1Br
-1.1 | -0.1 | Cc1cc(N2CCN(C)CC2)n2cc(-c3ccc(F)cc3)nc2n1
-22 | 0 | CCOc1ccc(C(=O)CCC(=O)Nc2ccccc2C)cc1
-1.4 | -1.8 | CSc1ncccc1C(=O)Nc1nc2c(C)cccc2s1
-1.4 | 0.81 | NC(=S)Nc1ccc(F)c(F)c1F
